High-throughput results (PubChem)
HTR5A ag: counter-screen for OPRM1-OPRD1 agonists: human HTR5A agonism. 340,000 tested, 0.61% active. activation, % at 9.3 µM. HTR5A agonist assay, luminescence, cell-based. P47898. AID 504692; in the data active means activation mostly above about 9.5%, no sharp cut-off; inactive means mostly below about 7.6%;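 further: 0% = cells with vehicle only and 100% = reference agonist; strong numbers were not always called active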
MOR-DOR ag: OPRM1-OPRD1 heterodimerization agonism. P35372+P41143. cells, luminescence. activation, % at 9.3 µM. 340,000 tested, 0.3% active. AID 504326; in the data active means activation above about 18%;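 further: 0% = vehicle-treated cells and 100% = reference agonist; values of inactives mirror those of a sister screen read the other way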
Target sequence (P35372 whole entry, looked up): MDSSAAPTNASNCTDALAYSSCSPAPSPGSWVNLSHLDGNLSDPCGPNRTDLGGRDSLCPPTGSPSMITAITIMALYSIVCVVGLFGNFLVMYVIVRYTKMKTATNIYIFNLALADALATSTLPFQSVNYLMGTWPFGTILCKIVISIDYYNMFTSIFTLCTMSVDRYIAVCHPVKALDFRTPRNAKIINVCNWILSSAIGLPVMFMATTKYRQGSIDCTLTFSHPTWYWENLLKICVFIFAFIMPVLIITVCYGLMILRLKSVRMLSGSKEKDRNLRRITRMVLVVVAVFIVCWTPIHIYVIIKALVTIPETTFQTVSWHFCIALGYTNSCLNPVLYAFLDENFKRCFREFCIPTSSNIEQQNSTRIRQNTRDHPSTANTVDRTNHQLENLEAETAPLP
Target sequence (P41143 whole entry, looked up): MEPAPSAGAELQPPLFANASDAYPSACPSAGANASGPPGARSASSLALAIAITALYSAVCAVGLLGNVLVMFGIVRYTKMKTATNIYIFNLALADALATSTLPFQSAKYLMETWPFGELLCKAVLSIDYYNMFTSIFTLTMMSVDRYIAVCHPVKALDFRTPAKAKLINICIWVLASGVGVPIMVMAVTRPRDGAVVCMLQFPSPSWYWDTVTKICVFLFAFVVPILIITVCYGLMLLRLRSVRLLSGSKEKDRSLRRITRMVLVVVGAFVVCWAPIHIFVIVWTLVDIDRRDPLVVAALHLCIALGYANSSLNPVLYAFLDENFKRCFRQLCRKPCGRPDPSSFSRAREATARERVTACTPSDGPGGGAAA
OPRM1-OPRD1 inv: inverse agonists of human mu-delta opioid receptor heterodimerization | inhibition, % at 9.3 µM | 340,000 tested, 0.21% active | cell-based MOR-DOR heterodimer luminescence, inverse agonism | AID 504357; in the data active means inhibition above about 22%, passing the limit was not always enough;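 further: 0% = cells with DMSO and 100% = wells without cells with DMSO; values of inactives mirror those of a sister screen read the other way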
RTF Ca sens inh: cardiac RTF calcium desensitization; P19429+P45379; IANBD-labeled cardiac RTF, Ca2+ fluorescence; inhibition, % at 7.15 µM; 340,000 tested, 0.12% active; AID 493244;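 active means inhibition above the mean inhibition of all tested compounds plus 3 SD, cut at about 17% in these data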;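 further: assay run at fixed EC70 calcium of 1.6 mM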
CAL PDZ FP: inhibitors of human CAL PDZ peptide binding; purified CAL PDZ, TMR-peptide fluorescence polarization, 1 h; inhibition, % at 24.9 µM; 300,000 tested, 0.92% active; AID 602252;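 active means mean inhibition of at least 30% with at least half of replicates also reaching 30%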;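 further: 0% = DMSO neutral control and 100% = excess unlabeled competitor peptide PRC23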
Keap1-Nrf2 PPI: disrupts human Keap1 binding to Nrf2 peptide; Keap1 Kelch-Nrf2 peptide fluorescence polarization, 1536-well; inhibition, % at 9.4 µM; 340,000 tested, 0.15% active; AID 504523; in the data active means inhibition above about 12%;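 further: human Keap1 Kelch domain with fluorescein labeled Nrf2 9mer peptide probe; 0% = neutral control wells and 100% = peptide positive control; higher means more block of Keap1 binding to Nrf2 peptide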
HTR5A inv ctr: inverse agonist of human HTR5A in OPRM1-OPRD1 counter-screen. 340,000 tested, 0.083% active. HTR5A cell line, luminescence, inverse agonism. P47898. inhibition, % at 9.3 µM; in the data active means inhibition mostly above about 23%, no sharp cut-off; inactive means mostly below about 18%;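 further: 0% = cells with DMSO and 100% = no-cell wells with DMSO; some compounds called inactive have numbers as strong as hits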
cardiac RTF act: increases calcium sensitivity of human cardiac regulated thin filaments; AID 493008; 340,000 tested, 0.24% active; IANBD-labeled TnC RTF fluorescence at EC20 calcium; 0% EC20 calcium, 100% full calcium; activation, % at 7.2 µM;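 active means activation above the mean over all tested compounds plus 3 SD, cut at about 30% in these data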;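 further: rise in fluorescence read as greater calcium sensitivity of cardiac thin filaments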
LANA DNA inh: KSHV C-LANA DNA binding inhibition | AID 504423 | inhibition, % at 9 µM | 340,000 tested, 0.078% active | MBP-C-LANA/FAM-LBS DNA binding, fluorescence polarization;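 active means highest replicate inhibition at or above 60% at 9 µM, even if other replicates fall short; inactive means all replicates below 60% inhibition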;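 further: 0% = neutral control wells and 100% = 4 µM acridine orange control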
V-ATPase pHluor: yeast V-ATPase proton transport regulation by pHLuorin; S. cerevisiae, pHLuorin cytosolic pH fluorescence; response, % at 10 µM; 350,000 tested, 0.37% active; AID 504577; in the data active means response mostly above about 7.3%, no sharp cut-off; inactive means mostly below about 5.4%; further: actives read high; inactives centre near 0; some compounds called inactive have numbers as strong as hits; reference of the scale not given here
Numbers without * were called inactive; x = not tested or not shown.

SMILES | HTR5A ag | MOR-DOR ag | OPRM1-OPRD1 inv | RTF Ca sens inh | CAL PDZ FP | Keap1-Nrf2 PPI | HTR5A inv ctr | cardiac RTF act | LANA DNA inh | V-ATPase pHluor
O=C(/C=C/c1cc([N+](=O)[O-])ccc1OC(F)F)Nc1cccc2ccccc12 | -2 | 0.0 | 0 | 3 | -2 | 3 | 16 | 4 | 0.9 | 8
O=C(COC(=O)c1cnccn1)c1cccc([N+](=O)[O-])c1 | -8 | -12 | 65* | -2 | 15 | 3 | -2 | -1 | -0.6 | 3
O=C(CSCc1ccccc1)N1CCN(c2ccccc2)CC1 | -2 | -0.9 | 5 | 1 | 1 | -5 | -8 | -2 | -1.4 | -2
COC(=O)c1nn(Cc2ccccc2)c(=O)c2ccccc12 | -2 | -1.9 | 10 | 11 | -3 | 3 | 2 | 7 | 1.2 | 2
CCC1(c2ccc(F)cc2)NC(=O)N(CC(=O)Nc2cccc(S(=O)(=O)N3CCCC3)c2)C1=O (configuration not stated) | -6 | 3.1 | -13 | -4 | -4 | -1 | 16 | 2 | -0.3 | 0
O=C(NCC(c1ccco1)N1CCCCC1)c1cnc(Cl)c(Cl)c1 (configuration not stated) | -1 | 1.4 | -5 | -4 | -1 | -3 | 3 | 4 | -1.3 | -3
CCn1c(SCc2nc3ccccc3[nH]2)nnc1-c1ccncc1 | -1 | -2.3 | 13 | -6 | -6 | 2 | 10 | -5 | -1.7 | 1
CC(C(=O)NN)n1nnc(N2CCOCC2)n1 (configuration not stated) | -1 | -1.1 | 5 | -7 | -1 | -7 | -4 | 8 | 1.4 | -4
CCOCCCNC(=O)c1c[nH]c2cc(OC)ccc2c1=O | -3 | -1.1 | 6 | 0 | -4 | -8 | 9 | 4 | 0.0 | -1
COc1ccc(Nc2cc(Sc3ccc(OC)cc3)ncn2)cc1 | 3 | 1.5 | -7 | 1 | 0 | -2 | -12 | -2 | -1.2 | 5
O=C(CC1SC(=NCc2ccccc2)NC1=O)Nc1ccccc1 (configuration not stated) | -4 | -1.2 | 8 | -5 | -5 | 0 | 9 | -1 | -0.3 | 5
O=S(=O)(c1ccc(Cl)nc1)N1CCOCC1 | -3 | -0.5 | 2 | 1 | 6 | 10 | 12 | -4 | -1.3 | 2
COCC(=O)OCC(=O)N1N=C(c2ccc(Cl)cc2)CC1c1ccco1 (configuration not stated) | 1 | -1.0 | 5 | -2 | 2 | -6 | 24 | 6 | -0.7 | -2
O=C(CCc1nnc2n(Cc3ccccc3Cl)c(=O)c3ccccc3n12)NCCCN1CCOCC1 | 5 | -2.1 | 11 | 0 | -5 | -4 | 22 | -1 | 2.9 | -4
COCCn1c(=N)c(C(=O)NCc2ccco2)cc2c(=O)n3cc(C)ccc3nc21 | -3 | -1.8 | 10 | -10 | -2 | -1 | 7 | 3 | 0.5 | 0
Fc1cccc(Nc2nc3ccccc3n3cnnc23)c1 | -2 | -0.6 | 2 | -2 | -3 | -5 | 6 | 1 | 0.5 | -2
O=C(Cc1cccs1)Nc1ccc(-c2nc3ccccc3[nH]2)cc1 | 0 | -1.4 | 7 | -12 | 0 | 2 | -19 | 4 | -1.5 | 0
COc1cc(OC)c(-c2nc3ccccc3s2)cc1OC | 1 | -0.7 | 3 | 4 | 0 | 2 | -3 | 4 | 1.9 | 2
NC(=S)NN=Cc1nccc2ccccc12 | 2 | 2.6 | -11 | 0 | 2 | 0 | -6 | -2 | -1.2 | 1
COc1ccc(CNC(=O)CSc2nnnn2Cc2ccccc2)cc1 | 1 | -2.3 | 13 | -5 | 2 | 4 | -22 | -10 | 1.9 | -1
CC(n1cnnn1)C12CC3CC(CC(C3)C1)C2 (configuration not stated) | -2 | 0.5 | -2 | 4 | 5 | 4 | 4 | -7 | -1.9 | -2
O=C([C@@H]1CCCN1C(=O)c1cccs1)N1CCN(S(=O)(=O)c2cccc(F)c2)CC1 | 4 | -1.0 | 5 | 1 | x | 5 | -16 | 0 | 0.7 | 1
Cc1ccc2c(C(=O)CN3CCCCC3)c(C)[nH]c2c1 | 1 | -2.9 | 13 | -8 | -6 | -4 | -3 | 2 | -3.1 | -1
COc1ccccc1NC(=O)Cc1c(F)cccc1Cl | -3 | -1.7 | 8 | -2 | -2 | 1 | -8 | 5 | 2.0 | 2
CN(/N=C/C=C/c1ccccc1)C1=NS(=O)(=O)c2ccccc21 | -6 | -1.0 | 5 | -2 | -4 | 1 | 5 | -3 | 0.2 | 0
CCn1cc(Cl)c(C(=O)Nc2nc3ccccc3n2CCN2CCCCC2)n1 | x | x | x | -7 | -1 | 1 | x | 1 | 0.4 | 0
Cc1ccc(S(=O)(=O)N2Cc3ccccc3CC2C(=O)Nc2ccc3c(c2)OCO3)cc1 (configuration not stated) | 4 | -0.8 | 4 | -2 | -2 | -3 | -3 | -1 | 0.2 | -3
CN(C)C(=O)Cn1c(SCC(=O)NCc2ccc3c(c2)OCO3)nc2ccccc21 | x | x | x | -12 | x | -1 | x | 6 | 0.8 | 5
Nc1ccccc1SCc1c(Cl)cccc1Cl | 2 | 4.6 | -23 | -8 | -3 | -6 | -14 | 10 | -1.3 | 7
CCOC(=O)c1cnc2c(-c3ccccc3OC)c(C)nn2c1C | 2 | 1.1 | -5 | -13 | x | -1 | -16 | 12 | -1.5 | -2
Cc1ccc(N2C(=O)CC(N3CCN(C4CCc5ccccc5C4)CC3)C2=O)cc1 (configuration not stated) | 0 | -1.6 | 9 | -7 | -3 | -8 | 0 | 1 | 2.5 | 1
CCCC1=NN(C(=O)CCc2ccccc2O)C(O)(C(F)(F)F)C1 (configuration not stated) | 4 | 0.0 | 0 | 8 | -2 | 5 | -14 | -1 | -1.0 | 2
COc1cc(OC)cc(C(=O)N[C@H](C(=O)NCCc2c[nH]c3ccccc23)C(C)C)c1 | -2 | 1.8 | -8 | -3 | 3 | -6 | -4 | 1 | 0.3 | -1
NC(=O)NC(Cc1ccccc1)C(=O)NNC(=O)COc1ccccc1Cl (configuration not stated) | 0 | -3.2 | 15 | -2 | -1 | -6 | -1 | 2 | 1.6 | 0
COc1ccc(S(N)(=O)=O)cc1C(=O)OCC(=O)N1c2ccccc2NC(=O)C1(C)C | 1 | -2.6 | 11 | -15 | -3 | -7 | -7 | 1 | 2.6 | 2
COC(=O)c1ccc(C(=O)OC)c(NC(=S)N2CCN(c3cccc(Cl)c3)CC2)c1 | -2 | -4.4 | 23 | 8 | -3 | -3 | 2 | -5 | 0.3 | 1
O=C(COc1cccc(Cl)c1)Nc1ccc(N2CCOCC2)cc1 | -2 | 2.1 | -13 | -17 | -6 | -4 | 6 | 3 | 0.4 | -2
Cc1ccc(OCC(=O)N/N=C2/SCC(=O)N2Cc2ccccc2)cc1 | -2 | -2.4 | 12 | -3 | 0 | -2 | 8 | 6 | 0.0 | -1
Cc1ccc(C2C(=O)N(C3CCC(C)CC3)CC(=O)N2C2CC2)cc1 (configuration not stated) | 3 | 0.1 | -1 | -2 | x | -2 | 18 | 7 | -0.5 | -3
COc1ccc(CC(=O)c2c(O)cc(O)cc2O)cc1OC | 3 | -5.2 | 25 | -1 | 0 | -1 | -8 | 1 | 0.2 | -6
Cc1ccc(NC(=O)c2nc[nH]c2C(=O)N[C@@H](C)c2ccccc2)cc1 | 2 | 0.8 | -4 | 5 | 10 | -3 | 8 | -1 | -1.0 | 2
CCOC(=O)N1CCN(C(=O)CNC(=O)c2ccc(Cl)cc2)CC1 | -2 | -5.2 | 17 | -10 | -2 | -1 | 6 | 1 | -2.0 | 1
CC(=O)Nc1cccc(-c2csc(Nc3cc(C)ccn3)n2)c1 | -1 | 0.3 | -2 | 4 | -1 | -1 | 5 | -4 | 0.4 | -1
COc1ccc(/C=N/NC(=O)CNc2n[nH]c(=O)[nH]c2=O)cc1OC | 2 | -3.1 | 16 | -15 | 1 | 1 | -30 | 0 | 2.8 | 2
Cc1nc2cc(NC(=O)Nc3cccc([N+](=O)[O-])c3)ccc2n1C | -4 | -3.5 | 18 | -10 | x | 1 | 27 | 1 | 1.7 | -4
Cc1cc(-n2c(=S)sc3c(=O)n(-c4ccc(F)cc4)c(SCC(=O)O)nc32)ccc1Cl | 3 | -3.2 | 19 | 2 | -5 | 4 | -13 | -7 | -1.0 | -2
CC(=O)Nc1ccc(OCC(O)Cn2c(CO)nc3ccccc32)cc1 (configuration not stated) | 0 | -3.4 | 16 | -2 | -3 | -3 | -1 | 13 | -0.7 | 1
O=C(c1ccco1)N1N=C(c2ccc3nccnc3c2)CC1c1ccccc1 (configuration not stated) | -2 | -1.2 | 6 | 2 | -1 | 1 | -3 | 6 | -1.7 | -2
c1csc(-c2ccc3ccccc3n2)c1 | 6 | -1.7 | 8 | -1 | -4 | 0 | -12 | 5 | 4.0 | -2

Entries listed so far that contain an aryl methoxy group:
SMILES | HTR5A ag | MOR-DOR ag | OPRM1-OPRD1 inv | RTF Ca sens inh | CAL PDZ FP | Keap1-Nrf2 PPI | HTR5A inv ctr | cardiac RTF act | LANA DNA inh | V-ATPase pHluor
CCOCCCNC(=O)c1c[nH]c2cc(OC)ccc2c1=O | -3 | -1.1 | 6 | 0 | -4 | -8 | 9 | 4 | 0.0 | -1
COc1ccc(Nc2cc(Sc3ccc(OC)cc3)ncn2)cc1 | 3 | 1.5 | -7 | 1 | 0 | -2 | -12 | -2 | -1.2 | 5
COc1cc(OC)c(-c2nc3ccccc3s2)cc1OC | 1 | -0.7 | 3 | 4 | 0 | 2 | -3 | 4 | 1.9 | 2
COc1ccc(CNC(=O)CSc2nnnn2Cc2ccccc2)cc1 | 1 | -2.3 | 13 | -5 | 2 | 4 | -22 | -10 | 1.9 | -1
COc1ccccc1NC(=O)Cc1c(F)cccc1Cl | -3 | -1.7 | 8 | -2 | -2 | 1 | -8 | 5 | 2.0 | 2
CCOC(=O)c1cnc2c(-c3ccccc3OC)c(C)nn2c1C | 2 | 1.1 | -5 | -13 | x | -1 | -16 | 12 | -1.5 | -2
COc1cc(OC)cc(C(=O)N[C@H](C(=O)NCCc2c[nH]c3ccccc23)C(C)C)c1 | -2 | 1.8 | -8 | -3 | 3 | -6 | -4 | 1 | 0.3 | -1
COc1ccc(S(N)(=O)=O)cc1C(=O)OCC(=O)N1c2ccccc2NC(=O)C1(C)C | 1 | -2.6 | 11 | -15 | -3 | -7 | -7 | 1 | 2.6 | 2
COc1ccc(CC(=O)c2c(O)cc(O)cc2O)cc1OC | 3 | -5.2 | 25 | -1 | 0 | -1 | -8 | 1 | 0.2 | -6
COc1ccc(/C=N/NC(=O)CNc2n[nH]c(=O)[nH]c2=O)cc1OC | 2 | -3.1 | 16 | -15 | 1 | 1 | -30 | 0 | 2.8 | 2
